# SENP8 block-1 = blocks human SENP8 cleavage of Nedd8 substrate; Q96LD8; recombinant SENP8, Nedd8 substrate fluorescence; inhibition, % at 20 µM; hit rate 0.64% among 360,000; AID 602440; in the data active means inhibition mostly above about 40%, no sharp cut-off; inactive means mostly below about 27%
# SENP7 block = inhibitors of human SENP7 protease | Q9BQF6 | recombinant SENP7, Z-RLRGG-aminoluciferin luminescence, 40 min | inhibition, % at 5 µM | hit rate 1.5% among 330,000;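 active means inhibition above about 50% at the single test dose, limit read from the data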;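 further: plate controls were DMSO with enzyme for no effect and no enzyme buffer wells for full effect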
# SENP8 block-2 = blocks the human protease SENP8. inhibition, % at 10 µM. AID 2540. purified SENP8, Z-RLRGG-aminoluciferin cleavage, luminescence. hit rate 1.2% among 330,000; in the data active means inhibition above about 50%
# UBC13 polyUb = blocks human UBC13 polyubiquitin chain formation | P61088 | TR-FRET | inhibition, % at 20 µM | hit rate 0.47% among 330,000 | AID 485273; in the data active means inhibition above about 45%, passing the limit was not always enough
# Target sequence (P61088 whole entry, looked up): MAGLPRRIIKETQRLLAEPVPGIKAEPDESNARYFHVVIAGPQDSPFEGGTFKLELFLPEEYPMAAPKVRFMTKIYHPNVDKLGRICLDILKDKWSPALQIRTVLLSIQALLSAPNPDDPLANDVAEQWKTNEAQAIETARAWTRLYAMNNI
# beta cell repl = MIN6 beta-cell proliferation induction. MIN6 cells proliferation, ATPlite luminescence, 48 h; cells starved in 0.2% serum; 100% = growth in 10% serum. hit rate 0.29% among 330,000. proliferation, % at 10 µM;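 active means compounds whose signal lies at least 3.5 SD above the mean of all wells on their plate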;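 further: 0% = DMSO-treated cells in low-serum medium and 100% = 10% serum control; some compounds called inactive have numbers as strong as hits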
# SENP1 FRET inh = SENP1 (human) catalytic domain inhibition. recombinant SENP1 catalytic domain, CyPet-SUMO1-YPet FRET cleavage. inhibition, % at 10 µM. hit rate 0.21% among 360,000. AID 624204;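 active means inhibition at least 30% at 10 µM, raw YFP signal under a set limit, fluorescence ratio 0.5 to 1.5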;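 further: 0% = enzyme with DMSO and 100% = no enzyme wells; some results filed as inactive read as strong as hits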
# Target sequence (Q9P0U3 419-644 limits assumed): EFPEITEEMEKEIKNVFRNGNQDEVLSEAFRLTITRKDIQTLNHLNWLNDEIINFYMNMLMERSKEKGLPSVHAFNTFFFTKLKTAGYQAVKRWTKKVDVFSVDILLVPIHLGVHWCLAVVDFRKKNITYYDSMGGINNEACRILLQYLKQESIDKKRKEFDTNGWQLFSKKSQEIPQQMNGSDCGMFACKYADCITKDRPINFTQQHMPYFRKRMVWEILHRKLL
#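 Controls: no-enzyme wells low, DMSO-plus-enzyme wells high control. Test system: human recombinant His6-tagged SENP1 catalytic domain enzyme. Reagent: SFCypet-SUMO1-SFYpet FRET protein substrate, 25 nM final. Doses: one dose per compound, 10 µM, 0.5% DMSO. Detection: FRET, CFP and YFP emission. Timing: 50 min reaction at room temperature.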
# HKDC1 inhibitor = inhibitors of human hexokinase HKDC1. Q2TB90. recombinant HKDC1, G6PDH/diaphorase resazurin coupled fluorescence. inhibition, % at 20 µM. hit rate 0.16% among 340,000;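 active means inhibition above about 35% when tested at 20 µM, limit read from the data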;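 further: plate controls were DMSO wells with enzyme for no effect and DMSO wells lacking enzyme for full effect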
#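 Assay system: in-house recombinant HK5 (HKDC1) enzyme. Input: HKDC1 at 5 µg/mL. Medium: Tris pH 8.0 buffer with MgCl2, Tween-20, BSA, BME. Dosing: single 20 µM dose. Schedule: 90 min reaction incubation at room temperature, dark. Signal: resazurin-to-resorufin fluorescence via G6PDH and diaphorase coupling, 525/613 nm. Controls: DMSO-enzyme wells negative, buffer-substituted wells positive.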
# SENP6 inh = inhibitors of human SENP6 protease; Q9GZR1; Recombinant SENP6 catalytic domain, aminoluciferin luminescence; inhibition, % at 10 µM; hit rate 1.8% among 330,000; AID 2599;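 active means inhibition above about 50% at the single tested dose, limit read from the data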;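 further: plate controls were DMSO wells with enzyme for no effect and DMSO wells lacking enzyme for full effect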
# Target sequence (Q9GZR1 628-1112 limits assumed): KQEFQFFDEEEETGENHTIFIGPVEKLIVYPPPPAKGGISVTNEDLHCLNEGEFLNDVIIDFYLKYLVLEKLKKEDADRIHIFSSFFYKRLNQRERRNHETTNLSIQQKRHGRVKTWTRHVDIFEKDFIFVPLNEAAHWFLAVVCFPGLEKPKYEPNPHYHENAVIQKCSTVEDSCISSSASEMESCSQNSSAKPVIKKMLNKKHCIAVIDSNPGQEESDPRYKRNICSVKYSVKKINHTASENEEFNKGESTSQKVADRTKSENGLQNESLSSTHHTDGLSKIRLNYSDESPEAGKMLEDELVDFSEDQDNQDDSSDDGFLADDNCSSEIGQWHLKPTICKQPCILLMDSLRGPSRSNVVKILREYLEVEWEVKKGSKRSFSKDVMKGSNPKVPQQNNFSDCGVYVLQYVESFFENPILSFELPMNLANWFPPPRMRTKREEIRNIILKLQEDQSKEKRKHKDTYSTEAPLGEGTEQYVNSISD
# PfGluPho inh = PfG6PD (Plasmodium falciparum) enzyme inhibition. AID 504690. inhibition, % at 20 µM. PfGluPho enzyme, NADPH resazurin-diaphorase fluorescence. hit rate 0.78% among 350,000;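 active means inhibition reaching at least a set limit at 20 µM in the primary screen, cut at about 59% in these data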;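 further: 0% = DMSO wells with substrate and 100% = DMSO wells lacking glucose-6-phosphate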
# An asterisk follows results filed as active; i = inactive.
SMILES,SENP8 block-1,SENP7 block,SENP8 block-2,UBC13 polyUb,beta cell repl,SENP1 FRET inh,HKDC1 inhibitor,SENP6 inh,PfGluPho inh
O=C(c1ccccc1)c1coc2c1C(=O)c1ccccc1C2=O,52*,18,33,-48,-6,4,-2,85*,-9
Cc1ccc(SCc2cc(=O)n(C)[nH]2)cc1,25,7,-4,-4,-1,1,-4,-3,-20
CN(CC(=O)Nc1ccccc1Br)C(=O)CCSc1ccc(F)cc1,12,12,-14,6,-3,2,4,-5,-4
Cc1nnc(N2C(=O)c3ccc(Br)cc3C2=O)s1,16,-3,-1,0,-2,0,-1,2,-20
COC(=O)c1ccccc1OCCOCCOc1cccc2ccc(C)nc12,-172,-6,-16,-7,1,0,5,-19,-4
O=C(CN(C(=O)CNC(=O)c1ccco1)c1ccc(F)cc1)NC1CCCC1,13,9,4,1,3,0,3,14,-28
CCCCn1c(SCC(=O)c2ccc(O)cc2O)nc2cc(S(N)(=O)=O)ccc21,8,-9,-4,-9,0,2,1,-12,33
S=C(c1ccc(-c2cccc(Cl)c2)o1)N1CCOCC1,10,-16,10,-5,-4,-1,-4,6,58
COc1cc(C)c(S(=O)(=O)NCc2cccs2)cc1C,41*,14,-10,0,3,0,-3,-13,25
COc1cc(CNC(=O)c2ccc(Cn3nc(C)c(Cl)c3C)o2)cc(OC)c1,12,0,0,16,-2,1,-7,-23,11
COc1ccccc1N1CCN(S(=O)(=O)Cc2ccccc2Cl)CC1,-3,-7,6,0,2,0,-8,-39,6
O=C(c1ccc([N+](=O)[O-])cc1)c1cc2ccc(O)cc2oc1=O,12,71*,78*,-24,-3,-5,1,83*,-1
CC(=O)Cn1cnc2c(cnn2-c2ccccc2)c1=O,7,1,-3,-6,0,0,-4,-12,0
CCOc1ccc(C(=O)c2ccc(OCC)c(N)c2)cc1N,17,1,-1,-4,-2,0,-3,-7,-3
O=C(Nc1ccc(N=Nc2ccccc2)cc1)c1cccc(Cl)c1,21,9,-12,-11,0,3,-10,-11,-3
CN(CCOc1ccccc1)C(=O)C1CCN(C(=O)c2ccc(Cl)cc2)CC1,10,-3,-4,-2,2,2,-2,-14,-13
O=C(CSc1nnnn1-c1cccc2c1CCCC2)N1CCCC1,24,-2,4,4,0,1,-4,-4,-3
Cc1ccccc1C(=O)NN1CC(C(=O)OCc2ccc(Cl)c(Cl)c2)CC1=O (stereo not drawn),7,1,0,6,-5,2,4,-8,3
Cc1cc(C)n(-c2ccc(C(=O)Nc3ccc(N4CCOCC4)cc3)cc2)n1,10,2,0,3,-4,-1,-6,19,-14
Cc1cc2nccc(-c3ccccn3)n2n1,10,4,4,-10,-2,1,-5,-16,-5
COc1ccc(C(=O)NC2CCCc3c2cnn3-c2cccc(C)c2C)c(OC)n1 (stereo not drawn),3,-8,7,-3,-7,0,2,-3,26
O=C(CN1CCN(Cc2ccc3c(c2)OCO3)CC1)Nc1ccc2[nH]c(=O)[nH]c2c1,-7,3,4,4,-3,-16,-3,-11,-4
CCn1ccnc1CNC(=O)CC1C(=O)NCCN1Cc1ccc(F)cc1Cl (stereo not drawn),-9,-19,-16,0,-2,-9,-2,1,-17
CN(C)CCNC(=O)c1ccccc1,15,7,6,-4,-1,4,6,-3,-6
Cc1ccc(C(=O)NC(NC(=O)c2ccc(C)cc2)C(Cl)Cl)cc1,8,2,-2,-8,0,1,2,-12,2
SMILES,SENP8 block-1,SENP7 block,SENP8 block-2,UBC13 polyUb,beta cell repl,SENP1 FRET inh,HKDC1 inhibitor,SENP6 inh,PfGluPho inh
CCN1CCc2c(C#N)c(N3CCCCC3)nc(NCc3ccccc3)c2C1,-338,4,-4,28,-5,-19,9,12,14
Cc1cc(C)nc(SCC(=O)NC(=O)c2ccccc2O)n1,-230,9,-2,14,-4,0,-4,-6,10
O=C1CSC(c2cccc(F)c2)N1c1ccc(O)cc1 (stereo not drawn),9,-14,-7,-3,-1,3,-9,-14,3
CCCCn1nc(C(=O)Nc2cc(S(=O)(=O)N(C)C)ccc2C)c2ccccc2c1=O,-6,5,-1,5,1,2,-10,-27,-6
O=C1c2ccsc2SCCN1Cc1c(F)cccc1Cl,0,1,-4,1,1,7,4,-15,1
CCCC(NS(=O)(=O)c1ccc(OC)cc1)C(=O)O (stereo not drawn),5,3,4,5,0,1,-8,-4,6
O=C(COC(=O)c1cc(Br)ccc1O)Nc1ccc2c(c1)OCO2,-61,-1,2,-4,-4,-5,-1,1,4
CC(=O)Nc1ccc(NC(=O)CCc2nc3ccccc3c(=O)[nH]2)cc1,3,-5,-4,3,-1,2,-4,-17,10
c1ccc2oc(-c3nn4c(Cn5cnc6ccccc65)nnc4s3)cc2c1,-133,6,-6,20,0,-2,-1,-8,15
COc1ccc(-c2csc(Nc3cc(C)ccn3)n2)cc1OC,-2,-7,-3,6,-3,1,-1,-2,27
O=C(CN1CCC(c2nc3ccccc3s2)CC1)N1CCCCC1,-7,2,-6,3,-3,-25,-8,-4,-5
O=C(O)C1CCCN1c1ncnc2c1oc1ccccc12 (stereo not drawn),5,-5,-3,-2,1,1,-12,3,-11
CC1(C)C[C@H]2C3=CCC4[C@@]5(C)CC[C@H](O)[C@](C)(CO)C5CC[C@@]4(C)[C@]3(C)C[C@@H](O)[C@@]2(CO)[C@@H](O)[C@@H]1O (stereo partly drawn),9,-7,-7,4,1,2,-5,-8,1
Cc1cccc(NC2(C(F)(F)F)N=C(c3ccccc3)NC2=O)n1 (stereo not drawn),10,-4,-7,12,-2,2,-10,4,8
COC(=O)c1c(-n2c(C)cc(C=O)c2C)sc2c1CCCC2,6,4,-4,0,0,1,13,-23,-11
COc1cc(S(=O)(=O)N2CCOCC2)ccc1NC(=O)COC(=O)/C=C/c1cc(OC)c(OC)c(OC)c1,i,8,-3,17,-2,3,-6,1,0
Cn1c(=O)c2c(ncn2CC(O)CNc2cccc(Cl)c2)n(C)c1=O (stereo not drawn),-1,-2,-1,-2,1,-1,2,-10,4
CCn1ccnc1CN(C)Cc1cn(-c2ccc(C)cc2)nc1-c1ccc(F)cc1,16,-3,6,6,-5,0,-7,-10,17
Cn1c(=O)cc(OCCCC(=O)N2CCN(c3ccccc3)CC2)c2ccccc21,26,-2,-14,1,-2,0,9,-23,2
CC1(C)Cc2cccc(OCC(=O)NCCc3ccccc3)c2O1,-5,-8,-7,-7,8,1,-4,-10,-14
O=C(CCN1C(=O)/C(=C\C=C\c2ccccc2)SC1=S)Nc1ccccc1C(=O)O,-2,3,9,-23,-6,-9,17,-1,-21
O=C(NNC(=O)c1ccc(Cl)c(Cl)c1)c1ccncc1,14,-6,0,2,-3,0,-6,-11,-7
COc1ccc(-c2cc(C(=O)N3CCOCC3)c3ccccc3n2)cc1OC,-444,-5,6,-3,4,0,-4,-3,-4
Cc1cc2c(c(=O)n1Cc1cccnc1)C(Cc1ccccc1)C(C#N)=C(N)O2 (stereo not drawn),-402,-1,-4,0,-4,-162,-11,0,-12
O=[N+]([O-])c1cc(-c2n(-c3ccccn3)c3ccccc3[n+]2-c2ccccn2)ccc1Cl,12,3,-15,-1,-2,1,-4,-32,-8
SMILES,SENP8 block-1,SENP7 block,SENP8 block-2,UBC13 polyUb,beta cell repl,SENP1 FRET inh,HKDC1 inhibitor,SENP6 inh,PfGluPho inh
CC(=O)Nc1ccc2nc(NC(=O)COc3ccc([N+](=O)[O-])cc3)sc2c1,11,2,-5,0,0,2,-1,2,-15
Cc1ccc2nc(C)cc(OCC(=O)O)c2c1,9,-2,-2,8,-1,0,0,-4,2
COc1ccc(-c2cc3ccc(OCC(N)=O)cc3oc2=O)cc1OC,-323,-23,-21,0,3,-89,-2,-12,6
CC(=O)Nc1ccc(CN2CCc3c([nH]c4ccccc34)C2c2ccccn2)cc1 (stereo not drawn),8,-1,-7,-15,2,-16,11,-13,-14
COc1ccc(/C=N/NC(=O)C2C(C=C(Cl)Cl)C2(C)C)c(OC)c1 (stereo not drawn),11,-4,-2,-18,-3,1,2,-10,13
CCn1cc(S(=O)(=O)CC(=O)Nc2cccc(C)c2)c2ccccc21,-5,1,8,3,-2,-5,2,-14,16

# Looked up by compound from the entries so far, 7 records:
SMILES,SENP8 block-1,SENP7 block,SENP8 block-2,UBC13 polyUb,beta cell repl,SENP1 FRET inh,HKDC1 inhibitor,SENP6 inh,PfGluPho inh
O=C(CN1CCC(c2nc3ccccc3s2)CC1)N1CCCCC1,-7,2,-6,3,-3,-25,-8,-4,-5
COc1ccc(-c2cc(C(=O)N3CCOCC3)c3ccccc3n2)cc1OC,-444,-5,6,-3,4,0,-4,-3,-4
O=[N+]([O-])c1cc(-c2n(-c3ccccn3)c3ccccc3[n+]2-c2ccccn2)ccc1Cl,12,3,-15,-1,-2,1,-4,-32,-8
O=C(O)C1CCCN1c1ncnc2c1oc1ccccc12 (stereo not drawn),5,-5,-3,-2,1,1,-12,3,-11
COc1ccc(C(=O)NC2CCCc3c2cnn3-c2cccc(C)c2C)c(OC)n1 (stereo not drawn),3,-8,7,-3,-7,0,2,-3,26
COc1cc(S(=O)(=O)N2CCOCC2)ccc1NC(=O)COC(=O)/C=C/c1cc(OC)c(OC)c(OC)c1,i,8,-3,17,-2,3,-6,1,0
CCOc1ccc(C(=O)c2ccc(OCC)c(N)c2)cc1N,17,1,-1,-4,-2,0,-3,-7,-3

# Compound activity as filed in PubChem.

# Hits appear at their usual frequency; about 4% have a hit in one of these screens.
